human PMI inhibitors: MPI inhibition at elevated mannose 6-phosphate – biochemical, fluorescence intensity, high mannose 6-phosphate, primary screen (AID 1220); recombinant PMI enzyme, coupled fluorescence intensity; higher % means a stronger effect; inhibition, % at 20 µM, or IC50 in µM where a hit was titrated; actives 0.66% (n = 190,000)
T cell modulator: T cell immune modulation candidate. 2C CD8+ T cell-vesicle binding, flow cytometry; hits give low values. calls only at 7 µM. actives 0.068% (n = 330,000);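 active means response, share of CD8 T cells binding vesicles, and their 90th percentile fluorescence all below set limits, cut at about 80% in these data, passing the limit was not always enough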
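Assay system – 2C mouse CD8+ T cells · Also added – QL9-loaded Drosophila micro-vesicles · Timing – Cell–vesicle co-incubation 1.5 h at 37 °C, staining 20 min on ice · Signal – flow cytometry of vesicle-bound cells · Measure – percent CD8+ FL2 mean versus row control · Controls – Peptide-free naked vesicles (low) and QL9 vesicles with 0.7% DMSO vehicle (high)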
MT stabilize HCS: microtubule stabilization, imaging screen; HeLa tubulin immunostaining HCS, 24 h; share of cells brighter than vehicle mean+2SD; % tubulin-high responders, % at 10 µM; actives 0.83% (n = 200,000); AID 2205;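 active means plate Z-score above 3 for both tubulin-high and condensed-nucleus cell shares, with cell loss under 80%, at 10 µM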;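 further: anti alpha tubulin signal scored within the nucleus-defined area of each cell; some results filed as inactive read as strong as hits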
b-catenin transl: modulators of beta-catenin nuclear translocation | HeLa beta-catenin nuclear translocation, immunofluorescence imaging | AID 1665 | actives 0.3% (n = 190,000) | nuclear translocation activity, % at 5 µM;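 active means nuclear translocation activity above 50% at 5 µM, with a well cell count of 50 or more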;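 further: per-cell ratio of nuclear to cytoplasmic median beta-catenin stain intensity; plate controls were DMSO negative control for no effect and GSK-3 inhibitor IX positive control for full effect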
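Test system: human HeLa cells, endogenous beta-catenin. Times: 24 h compound exposure, 37°C. Measured by: beta-catenin immunofluorescence imaging with DAPI.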
Lipid droplet: modulators of hepatic lipid droplet formation; AML12 mouse hepatocytes, oleate lipid droplets, BODIPY imaging; inhibition, % at 6.5 µM; actives 0.4% (n = 240,000); AID 1656;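 active means lipid droplet intensity inhibited by at least 50%, with more than 500 cells counted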
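material = mouse AML12 hepatocyte cell line, fixed after treatment | also added = 100 µM oleic acid challenge | doses = compound at 6.5 µM only | schedule = overnight exposure | technique = Image-based BODIPY and DAPI two-channel analysis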
TNAP activation fold: stimulation of alkaline phosphatase TNAP activity – biochemical, luminescent, no phosphate acceptor, uHTS, primary screen (AID 1001); purified TNAP, luminescent activation assay, no phosphate acceptor; higher activation fold means a stronger effect; actives 0.03% (n = 200,000); activation fold at 20 µM; hits with a dose series show EC50 in µM; in the data active means activation fold from about 3, or a potency from the dose series; inactive means the rest, 99 in 100 with activation fold below about 1.6; further: many of its hits are not listed in these tables
Autophagy HCS: modulators of autophagy | AID 463193 | calls only at 10 µM (by protocol) | actives 0.98% (n = 190,000) | MEF GFP-LC3 puncta imaging; test concentration mostly 10 µM;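 active means percentage of spot-positive cells more than 3 SD above its plate mean, without a fluorescence outlier flag or 80% toxicity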;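 further: spot-positive cell cutoff set from DMSO-treated cells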
Ins promoter up: MIN6 insulin promoter up-regulation. z-score at 5 µM. MIN6 insulin promoter-GFP reporter, high-content imaging; hits give high values. actives 0.3% (n = 190,000). AID 1625;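 active means z-score above 3 at 5 µM with at least 500 cells counted in the well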
human PMI inhibition: inhibitors of human PMI, primary screen, biochemical, fluorescence intensity, coupled assay (AID 1209) | purified PMI enzyme, coupled fluorescence intensity; higher % means a stronger effect | inhibition, % at 20 µM, or IC50 in µM where a hit was titrated | actives 0.42% (n = 190,000);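 further: plate controls were DMSO vehicle for no effect and wells lacking substrate for full effect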
Ins promoter up cell count: further read-out of Ins promoter up, marked with its call; cell count; measured here: cytotoxicity, nuclei count;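 total cells summed across four imaged fields per well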
Lipid droplet cells 6.5 µM: second read-out of Lipid droplet, no call of its own (marks repeat the call); cell count; measured here: cell count, cytotoxicity flag;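 cells counted across two imaged fields per well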
b-catenin transl cell count 5 µM: also measured in b-catenin transl; calls as there; cell count; measured here: cell count, cytotoxicity flag
T cell modulator vesicle-bound %: also measured in T cell modulator; calls as there; double positive events, %; measured here: CD8+ vesicle-bound cell fraction;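 binding gate set so that unloaded-vesicle control wells show 10% double positive cells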
MT stabilize HCS Hoechst-high %: recorded beside MT stabilize HCS, whose call it bears; % Hoechst-high responders; measured here: nuclear condensation Hoechst responders;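 share of cells brighter than vehicle mean plus two SD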
MT stabilize HCS cytotoxicity %: also measured in MT stabilize HCS; calls as there; toxicity, %; measured here: cytotoxicity by cell density;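 0% = mean cell density of plate MIN control wells and 100% = no cells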
Autophagy HCS cell loss 18 h: second read-out of Autophagy HCS, no call of its own (marks repeat the call); toxicity, %; measured here: cell loss, nuclei count;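 cell loss after 18 h compound exposure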
* hit, by the source's call; i = inactive; nt = not tested or not shown. Unless noted, no stated cut-off is given here; in the data, active means inhibition above about 50%; inactive means the rest.

Sequence of screens – human PMI inhibitors, T cell modulator, T cell modulator vesicle-bound %, MT stabilize HCS, MT stabilize HCS Hoechst-high %, MT stabilize HCS cytotoxicity %, b-catenin transl, b-catenin transl cell count 5 µM, Lipid droplet, Lipid droplet cells 6.5 µM, TNAP activation fold, Autophagy HCS, Autophagy HCS cell loss 18 h, Ins promoter up, Ins promoter up cell count, human PMI inhibition
Cc1ncc([N+](=O)[O-])n1CC(=O)NC(C)(C)C
  3.7%, i, 46.1, 2.5, 1.9, 5.8, nt, nt, 0.0, 626, 1.1, i, 11.3, 0.6, 1352, 11.8%
O=C(Cn1c(=O)c(=O)n(Cc2ccccc2)c2ccc(Cl)cc21)NCC1CCCO1 (stereo not given)
  -10.3%, i, 36.8, 2.5, 2.3, 7.3, -5.2, 1229, -4.1, 719, 1, i, -2.9, -0.04, 1708, -13.5%
CCSc1nnc(NC(=O)c2ccc3ccccc3n2)s1
  10.7%, i, 58.0, 6.6, 2.1, 0.7, -0.8, 1429, nt, nt, 1, i, 9.6, 0.45, 1413, 3.8%
CC(C)NC(=O)CCc1nnc(Cc2cccc(C(F)(F)F)c2)o1
  1.7%, i, 56.4, 1.7, 1.3, 1.2, 3.0, 1094, 21.5, 657, 1.1, i, 15.3, -0.33, 1454, 8.7%
Cc1ccc(/C=C/C(=O)NCc2ccc3c(c2)OCO3)o1
  8.0%, i, 37.8, 2.6, 2.5, 0.6, -2.3, 971, 31.0, 667, 1.2, i, 4.1, -0.48, 1391, 1.3%
COc1cc(NC(=O)c2cccs2)ccc1NC(=O)c1ccco1
  13.4%, i, 14.8, 3.9, 3.3, 5.5, nt, nt, 3.8, 681, 1.1, i, 1.1, 0.32, 1283, 14.2%
Cc1nn(C(C)(C)C)c(OC(=O)c2ccco2)c1Sc1ccccc1
  5.1%, i, 34.2, 2.6, 1.9, 0.8, nt, nt, nt, nt, 1.1, i, 3.2, nt, nt, 8.6%
C=CCn1c(=O)n2ncnc2c2c3c(sc21)CCCC3
  -3.9%, i, 56.4, 1.0, 1.1, 6.1, nt, nt, 13.6, 761, 1.3, i, -4.5, nt, nt, -4.4%
CCN1CCCC(OC(=O)c2cc(-c3ccc(C)cc3)nc3ccccc23)C1 (stereo not given)
  -15.3%, i, 53.8, 2.8, 3.5, 6.4, 1.6, 835, -3.8, 665, 1.1, i, -1.7, -0.69, 1238, -26.7%
CCCCn1c(=N)n(CC(=O)c2ccc(OC)cc2)c2ccccc21
  nt, i, 49.2, nt, nt, nt, 1.4, 1393, -26.2, 686, nt, nt, nt, 0.2, 1397, nt
CCN1CCN(C(=O)Nc2ccc(OC)cc2OC)CC1
  34.3%, i, 61.2, 3.7, 1.5, 1.9, 0.9, 1441, 2.1, 507, 1, i, -17.1, 0.95, 1346, 16.8%
O=C(NNc1nc2c(F)cc(F)cc2s1)C1COc2ccccc2O1 (stereo not given)
  7.2%, i, 41.3, 2.3, 1.4, 6.2, -3.7, 1044, -7.3, 694, 2.3, i, -7.1, -0.03, 1542, 9.0%
Cc1cc(C)c(C)c(OCC(=O)O/N=C(\N)c2cccnc2)c1
  nt, i, 56.7, nt, nt, nt, -1.1, 1354, 8.0, 738, nt, nt, nt, -0.63, 1355, nt
COc1ccc(NS(=O)(=O)c2cc(NC(=O)c3sccc3C)ccc2N2CCOCC2)cc1
  nt, i, 28.1, nt, nt, nt, -3.4, 1137, 0.4, 697, nt, nt, nt, -0.42, 1345, nt
CCOc1cc(/C=C/c2cc(C(F)(F)F)[nH]c(=O)n2)ccc1O
  17.3%, i, 32.1, 1.8, 3.1, 2.1, -1.3, 1130, -0.9, 684, 0.9, i, 2.3, nt, nt, 5.7%
O=C(c1scc2c1CCCC2)N1CCCCC1
  -1.7%, i, 8.1, 2.8, 2.3, 6.6, 2.1, 1176, -8.9, 721, 1.1, i, -10.5, nt, nt, 4.8%
CCOC(=O)C1CCCN(CCC(=O)Nc2ccccc2)C1 (stereo not given)
  -0.9%, i, 11.6, 3.2, 2.3, 4.8, -4.7, 1201, -3.7, 759, 1.1, i, -5.6, -0.44, 783, -6.3%
CCSC1=C(C#N)C2(CCCCC2)C2=C(CC(C)(C)CC2=O)N1
  -0.6%, i, 51.5, 2.6, 1.5, 6.9, 0.2, 1575, 11.6, 682, 1.1, i, 7.6, 0.22, 1660, 2.5%
Clc1cccc(Oc2ncccn2)c1
  6.8%, i, 42.2, 1.0, 2.0, 1.5, -1.0, 1049, 4.0, 618, 1.1, i, 2.9, -0.12, 1387, 7.1%
O=C(O)C(c1ccccc1)C(c1ccccc1)c1ccccc1 (stereo not given)
  1.4%, i, 55.2, 3.5, 3.7, 5.6, -0.8, 1109, -4.4, 723, 1.1, i, 13.2, -0.15, 1320, -13.1%
Cc1ccc(N2CC(C(=O)OCc3ccc([N+](=O)[O-])cc3)CC2=O)cc1 (stereo not given)
  -6.4%, i, 53.7, 1.5, 0.9, 4.6, nt, nt, 7.9, 831, 1.2, i, 0.3, nt, nt, 8.0%
COc1ccc(S(=O)(=O)N2CC3CCCN3c3cc(C(F)(F)F)ccc32)cc1 (stereo not given)
  10.0%, i, 64.3, 3.3, 1.1, 6.7, nt, nt, nt, nt, 1.1, i, -4.5, nt, nt, 14.0%
CC(C)Cc1ccc(S(=O)(=O)N2CCCC2)cc1
  6.2%, i, 57.2, 1.6, 1.2, 4.0, -4.4, 1167, -1.0, 806, 1.1, i, -10.1, -0.5, 915, 9.6%
COc1ccc(C(=O)CSc2nc3ncccc3[nH]2)cc1OC
  nt, i, 29.7, nt, nt, nt, -0.9, 1360, 2.4, 719, nt, nt, nt, -0.06, 1003, nt
Cn1c(=O)oc2cc(S(=O)(=O)N3CCCC(C(=O)Nc4nccs4)C3)ccc21 (stereo not given)
  -2.5%, i, 32.1, 6.1, 3.8, 8.6, 0.0, 1158, nt, nt, 1.1, i, 6.1, -0.6, 957, -2.8%
CSc1nncn1/N=C/c1ccccc1F
  -8.2%, i, 23.7, 1.7, 2.3, 0.4, nt, nt, 6.4, 754, 0.8, i, -37.5, 0.58, 866, -5.6%
COc1cc(OC)c(C(=O)NCc2cccnc2)cc1OC
  -9.6%, i, 49.1, 3.6, 1.6, 2.9, 0.7, 1109, 9.4, 752, 1.1, i, 2.1, -0.66, 1205, -7.0%
CC(=O)N(C)c1ccc(NC(=S)NCC(C)C)cc1
  -4.4%, i, 2.3, 3.5, 1.7, 4.8, 0.8, 990, 0.8, 713, 1.1, i, 25.3, 0.41, 1537, -11.1%
CCOC(=O)N1CCC2(CC1)CC(=O)c1cc(O)ccc1O2
  11.1%, i, 2.6, 1.4, 2.2, 9.1, -0.5, 1444, nt, nt, 1.1, nt, nt, 0.28, 1555, 8.2%
Cc1cc(C)cc(NC(=S)/N=C(\N)Nc2nc(C)c3ccccc3n2)c1
  -4.1%, i, 42.1, 3.1, 4.7, 1.2, 0.0, 1148, 12.5, 662, 1.2, i, 1.5, -0.68, 1221, 9.3%
COc1ccc(C(C(=O)NC(C)(C)C)N(CC2CCCO2)C(=O)CCC(=O)Nc2cc(C)on2)cc1 (stereo not given)
  -1.8%, i, 39.6, 1.5, 1.6, 4.1, nt, nt, 57.9*, 769*, 1.1, i, 2.4, nt, nt, -5.7%
COc1ccccc1NS(=O)(=O)c1cc(NC(=S)NCCN2CCOCC2)ccc1N1CCOCC1
  -5.0%, i, 37.8, 5.6, 2.6, 3.7, -2.4, 531, 20.4, 685, 1.1, i, -3.7, 0.09, 1255, 3.8%
CCCN1C(=O)C(NC(=O)c2ccncc2)(C(F)(F)F)C2=C1CC(C)(C)CC2=O (stereo not given)
  1.3%, i, 41.7, 1.6, 0.9, 6.7, nt, nt, 0.3, 729, 1.1, i, 5.2, -0.98, 968, 4.5%
Cc1ccc2nc(NC(=O)c3cccc(-c4cc5ccccc5oc4=O)c3)sc2c1
  -3.8%, i, 11.3, 11.5, 6.1, 13.9, 1.4, 1332, nt, nt, 1, i, 20.3, -0.01, 1552, -5.0%
Nn1c(Cc2cccc3ccccc23)nnc1SCCOc1ccc(Br)cc1
  -0.1%, i, 14.5, 1.8, 3.1, 7.6, 0.5, 939, -0.4, 592, 1.1, i, 11.3, 0.84, 1211, 6.5%
O=C(Nc1ccc(F)cc1)c1cccnc1NCCc1ccccc1
  -9.0%, i, 57.7, 2.4, 4.0, 10.1, 0.3, 1075, 1.9, 726, 1.1, i, 12.5, -0.43, 1368, 2.8%

As a short view, two of the compounds above.
Sequence of screens – human PMI inhibitors, T cell modulator, T cell modulator vesicle-bound %, MT stabilize HCS, MT stabilize HCS Hoechst-high %, MT stabilize HCS cytotoxicity %, b-catenin transl, b-catenin transl cell count 5 µM, Lipid droplet, Lipid droplet cells 6.5 µM, TNAP activation fold, Autophagy HCS, Autophagy HCS cell loss 18 h, Ins promoter up, Ins promoter up cell count, human PMI inhibition
Cc1ccc2nc(NC(=O)c3cccc(-c4cc5ccccc5oc4=O)c3)sc2c1
  -3.8%, i, 11.3, 11.5, 6.1, 13.9, 1.4, 1332, nt, nt, 1, i, 20.3, -0.01, 1552, -5.0%
Nn1c(Cc2cccc3ccccc23)nnc1SCCOc1ccc(Br)cc1
  -0.1%, i, 14.5, 1.8, 3.1, 7.6, 0.5, 939, -0.4, 592, 1.1, i, 11.3, 0.84, 1211, 6.5%
